Compound activity deposited in PubChem BioAssay by National Center for Advancing Translational Sciences (NCATS).
A549 tox = kills or reduces viability of A549 cells in Nrf2 counter-screen; A549 ARE-Fluc cells, CellTiter-Fluor viability, 18-24 h; Potency, µM (highest dose often 46 µM), inactives show at the top dose activity change, negative = cytotoxicity, usual class: inhibitors; 0.16% of 390,000 active; AID 504648; also: potency is read from the fitted curve at half-maximal effect; % is scaled to controls: 0 for no effect and ±100 for the full control effect
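Cytotoxicity counterscreen: CellTiter-Fluor fluorescence was measured in A549 ARE_Fluc cells after 18-24 h of compound exposure in a concentration series. The subsequent BugLite luminescent read reports ARE-luciferase activity.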
TGFb inhibitor = TGF-b pathway inhibition | HepG2 CAGA-GFP TGF-b/SMAD3 reporter, GFP fluorescence, 18 h; TGF-beta stimulated, 500 pg/mL final | Potency, µM (top dose mostly 46.1 µM), for inactives: at the top dose activity, negative = inhibition, usual class: inhibitors | 1.2% of 410,000 active | AID 588855; also: potency is read from the fitted curve at half-maximal effect; % is scaled to controls: 0 for no effect and ±100 for the full control effect; nearly all actives have a fitted effect of over 65% in size
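GFP signal (ex488/em500-530) from TGF-beta-stimulated HEPG2 CAGA-GFP cells, 500 pg/mL final, 18 h at 37 degrees C in DMEM plus 1% FBS, normalized to unstimulated and DMSO-stimulated controls.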
ATXN2 expr inh = ATXN2 expression inhibition; HEK-293 ATXN2-luciferase reporter, luminescence, 24 h; Potency, µM (highest dose often 57 µM), for inactives: at the top dose activity change, negative = inhibition, most hits filed as inhibitors; AID 1745845; 0.72% of 360,000 active; also: potency is read from the fitted curve at half-maximal effect; % is scaled to controls: 0 for no effect and ±100 for the full control effect; nearly all actives have a fitted effect of over 55% in size
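qHTS (up to 57 uM final) was run with 24 h compound exposure of reporter cells at 37 °C. Each well was multiplexed: SteadyGlo luminescence measured ATXN2-luciferase expression after a fluorogenic Gly-Phe-AFC viability readout (25 uM final).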
HepG2 tox = counter-screen for TGF-b inhibitors: cytotoxicity in HepG2 cells | HepG2 CAGA-GFP viability, ATP luminescence, 18 h | Potency, µM (series often up to 46.1 µM), for the others: at the highest dose activity change, negative = cytotoxicity, most hits filed as cytotoxic | 0.76% of 410,000 active | AID 588856; also: potency is read from the fitted curve at half-maximal effect; some results filed as inactive show a strong effect at the top dose
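CellTiter-Glo luminescence gave cytotoxicity after 18 hours at 37 degrees C. The cells were HepG2 CAGA-GFP in 1% FBS DMEM, stimulated with 500 pg/mL TGF-beta after compound addition. %Activity was normalised to no-cell wells (complete cell-killing) and DMSO (no toxicity), and curves were fitted and classified.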
ATXN viability = cell viability loss in ATXN counter-screen; S2 cells (HEK-293 line with an ATXN2-luciferase reporter) viability, CellTiter-Fluor protease fluorescence, 24 h; Potency, µM (highest dose often 56.7 µM), usual class: cytotoxic; 0.49% of 400,000 active; AID 651635; also: potency is read from the fitted curve at half-maximal effect; nearly all actives have a fitted effect of over 40% in size
Nrf2 block = blocks Nrf2 signaling. A549 ARE-Fluc reporter, luciferase luminescence, 18-24 h. Potency, µM (highest dose often 46 µM), inactives show at the highest dose activity change, negative = inhibition, usual class: inhibitors. 2.1% of 360,000 active. AID 504444; also: potency is read from the fitted curve at half-maximal effect; % is scaled to controls: 0 for no effect and ±100 for the full control effect; nearly all actives have a fitted effect of over 60% in size
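Concentration-response testing used A549 ARE_Fluc cells at 5000 cells/well. Following an 18-24 h compound incubation, viability was read by fluorescence (Ex 405/Em 525) and luciferase output by luminescence.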
EPAC2 ag = EPAC2 (human) agonism | Potency, µM (titrated, usually from 154 µM), for inactives: at the top dose activation, hits mostly activators | Q8WZA2 | EPAC2 activation, biochemical qHTS; response scale: 100% = 6.5 mM cAMP response | AID 720711 | 0.079% of 360,000 active; also: potency is read from the fitted curve at half-maximal effect; nearly all actives have a fitted effect of over 50% in size
Target sequence (Q8WZA2 whole entry, looked up): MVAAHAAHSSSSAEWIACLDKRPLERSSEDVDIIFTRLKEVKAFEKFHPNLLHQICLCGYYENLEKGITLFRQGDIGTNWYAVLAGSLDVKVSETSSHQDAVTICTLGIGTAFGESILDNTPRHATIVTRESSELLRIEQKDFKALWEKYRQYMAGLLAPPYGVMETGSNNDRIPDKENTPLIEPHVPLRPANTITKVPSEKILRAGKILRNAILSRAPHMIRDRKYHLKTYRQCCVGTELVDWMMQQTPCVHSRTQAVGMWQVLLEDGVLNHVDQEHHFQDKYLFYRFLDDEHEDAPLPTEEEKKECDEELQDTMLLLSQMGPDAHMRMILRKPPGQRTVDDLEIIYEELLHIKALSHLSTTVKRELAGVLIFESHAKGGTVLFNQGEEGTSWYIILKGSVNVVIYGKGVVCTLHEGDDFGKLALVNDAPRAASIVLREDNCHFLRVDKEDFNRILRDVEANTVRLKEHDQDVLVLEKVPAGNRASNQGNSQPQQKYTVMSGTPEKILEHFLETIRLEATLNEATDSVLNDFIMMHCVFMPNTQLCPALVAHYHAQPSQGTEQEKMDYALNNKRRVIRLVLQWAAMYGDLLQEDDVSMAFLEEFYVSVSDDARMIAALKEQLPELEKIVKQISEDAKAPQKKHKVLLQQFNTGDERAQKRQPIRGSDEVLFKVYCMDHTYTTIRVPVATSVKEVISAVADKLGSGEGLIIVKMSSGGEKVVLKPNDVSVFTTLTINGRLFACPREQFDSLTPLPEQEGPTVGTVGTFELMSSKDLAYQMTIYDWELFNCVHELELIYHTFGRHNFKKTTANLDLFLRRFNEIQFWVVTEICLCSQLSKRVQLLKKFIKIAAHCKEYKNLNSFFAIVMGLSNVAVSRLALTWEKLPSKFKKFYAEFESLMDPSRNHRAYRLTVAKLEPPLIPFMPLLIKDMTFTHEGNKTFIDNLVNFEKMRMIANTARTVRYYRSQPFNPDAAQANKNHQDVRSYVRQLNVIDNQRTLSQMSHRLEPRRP
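Compounds were titrated in qHTS against a Rap1B-BODIPY-GDP (250 nM) complex with EPAC2 (100 nM) and GDP (50 uM). BODIPY-GDP release tracked at 480/540 nm over 30 min at room temperature, normalized to 6.5 mM cAMP.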
IL-2 act = activates IL-2 in a cell-based reporter assay | IL-2 activation reporter assay, cell-based qHTS; stimulated with anti-CD3/CD4/CD28 beads; in transgenic mouse T cells | activation, % (series mostly up to about 46 µM) | 0.065% of 360,000 active | AID 652025; in the data active = activation above about 50%; inconclusive = mostly about 30% to 49%; also: 0% is about no effect
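Unstimulated transgenic mouse T cells preincubated 60 min with compound, then stimulated with anti-CD3/anti-CD4-coated beads plus anti-CD28 for 18 h at 37 degrees C. IL-2 response read as EGFP and DsRed fluorescence by plate cytometry.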
Nrf2 activator = Nrf2 pathway activation | 0.31% of 410,000 active | AREc32 ARE-luciferase reporter (MCF7-derived line), luminescence, 24 h | AID 624171 | Potency, µM (doses to about 46.1 µM), without a hit: top-dose activation, usual class: activators; also: potency is read from the fitted curve at half-maximal effect; % of control where 0% means no effect; nearly all actives have a fitted effect of over 65% in size
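For detection, Steady-Glo was added and plates sat 30 min at RT; before that, AREc32_Fluc cells grown overnight in OPTI-MEM/5% FBS had been treated with 23 nL compound for 24 hr at 37 deg C.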
The depositor's hits bear a star; i = inactive; ? = inconclusive; nt = not tested or not shown; & = joins results of further samples; [ ] = dose if it differs, or a comment. Unless noted, calls follow the shape of the dose curve; as a rule, active = well fitted curve in the direction sought with a large enough effect; inconclusive = small, poorly fitted or top-dose-only effect, or another doubt; inactive = no such curve, though single readings can be large; an effect the other way counts as inactive or inconclusive.

Second line of a record – A549 tox, TGFb inhibitor, ATXN2 expr inh, HepG2 tox, ATXN viability, Nrf2 block, EPAC2 ag, IL-2 act, Nrf2 activator
1	CN(C)C(=O)NC1CCCCCCCCCCC1
 : 1%, -6%, -3%, -17%, i, -12%, 0%, 0.5, -0.2%
2	COC(=O)c1ccc(C)c(NC(=O)C(CCSC)NC(=O)c2cc(OC)c(OC)c(OC)c2)c1 (configuration not stated)
 : 2%, 11%, 4%, 9%, i, -3%, -8%, 0.9, -0.3%
3	CCC(=O)c1ccccc1OCCCn1cncn1
 : -7%, -7%, 11%, -2%, i, -4%, 6%, -0.2, 0.0%
4	CCOc1c(C)cc(-c2ncccc2O)cc1C
 : ?, 4%&0%, 10%&50%, 2%&7%, i, 4%&19%, -4%&6%, -0.3&0.3, 0.3%&2.9%
5	COc1ccc2ccccc2c1/C=N/O
 : -5%, -9%, -16%, 0%, i, 8%, 4%, 1.7, -0.2%
6	Cc1nc2ccc(NC(=O)c3ccccc3)cc2c(=O)n1Cc1ccc(F)cc1
 : nt, -7%, nt, -44%, ?, nt, 3%, -2.0, 3.6%
7	CSc1nc(NC(C)(C)C)nc(Oc2ccc(=O)[nH]n2)n1
 : nt, 1%, 9%, -19%, i, ?, 2%, -1.7, 3.0%
8	Cc1n[nH]c(=O)c2c(NC(=O)COC(=O)/C=C/c3cccc(C(F)(F)F)c3)oc(C)c12
 : -2%, 0%, 1%, -5%, ?, 9%, -5%, -2.4, -0.4%
9	O=C(CCCC(=O)c1ccc(F)cc1)c1ccc(F)cc1
 : 1%, -2%, 39%[activator], -6%, i, 15%, 4%, -3.8, 2.7%
10	Cc1cccc(N=Nc2c(N)n[nH]c2N)c1
 : -16%, -9%, nt, -4%, i, ?, -1%, 0.9, 6.3%
11	O=C(c1cc(-c2ccc(Br)cc2)nc2ccccc12)N1CCC1
 : 0%, -2%, -10%, -73%, i, -9%, 5%, -0.2, 0.5%
12	Cc1cc(C)c2c(-c3ccc(F)cc3)c(C#N)c(=O)n(C)c2n1
 : -4%, -12%, -11%, -13%, ?, -11%, 6%, 0.7, -0.6%
13	COc1cccc(CNc2nc(NCc3cccs3)nc3ccsc23)c1
 : nt, ?, -9%, -40%, nt, nt, 5%, -0.4, -1.3%
14	CCOc1c(CNCc2ccc(C(=O)O)cc2)cccc1OC
 : 1%, 5%, 3%, 25%, i, -3%, 10%, -1.0, -0.1%
15	O=C(CSc1ccccn1)Nc1nc2ccccc2s1
 : 9%, -22%, 98%[activator], 4%, i, ?, 5%, -2.4, 14%
16	COC(=O)c1c(NC(=O)CSc2nc3ccccc3c(=O)n2Cc2ccco2)sc(C)c1C
 : 3%, 2%, -26%, -1%, i, 1%, 0%, 0.2, -0.3%
17	Cc1nc2c(o1)CCc1ccccc1C2O (configuration not stated)
 : -6%, -10%, -4%, 0%, i, 5%, 1%, -2.5, -0.7%
18	Cc1csc(SCC(=O)NC(=O)c2ccccc2)n1
 : 7%, 0%, -17%, -9%, i, 11%, 9%, 0.5, -0.1%
19	CCOc1ccccc1NC(=S)NCc1cccn1C
 : 0%, 12%, 3%, -8%, i, 0%, -2%, -2.0, -0.7%
20	COc1cc(NC(=O)[C@@H](NC(=O)c2ccco2)C(C)C)c(OC)cc1NC(=O)c1ccccc1
 : -8%, 16%, 5%, 8%, i, -2%, -6%, 0.4, 3.8%
21	CCc1ccc(CNC(=O)c2cc3cc(S(=O)(=O)N4CCCCC4)ccc3n2C)cc1
 : 12%, 0%, nt, -8%, nt, nt, nt, nt, 0.7%
22	CCN(CC)c1ccc(-n2c(C)c(C(C)=O)c(C(C)=O)c2C)cc1
 : -23%, 0%, -16%, -31%, ?, ?, -5%, -1.5, -0.3%
23	CCOC(=O)C1=C(Cn2cnc3ccccc32)NC(=O)NC1c1ccc(OC)cc1 (configuration not stated)
 : -3%, -1%, 2%, -2%, i, nt, -2%, -2.7, 1.8%
24	O=C1c2cnc3ncnn3c2CC2c3ccccc3CCN12 (configuration not stated)
 : 1%, -3%, -16%, 0%, i, -2%, 1%, 0.0, 0.2%
25	COc1cc(N2C(=O)CSC23C(=O)N(Cc2cccc(F)c2)c2ccccc23)cc(OC)c1OC (configuration not stated)
 : 6%, 6%, -17%, -11%, i, -10%, nt, nt, -0.2%
26	CCCC[C@@H]1CNC(=S)N1CCCc1cc(OC)c(OC)c(OC)c1
 : 1%, -11%, -6%, 4%, i, -10%, 7%, -0.3, -0.6%
27	O=C(NCCc1ccccc1)C(=O)NCC1OCCCN1S(=O)(=O)c1ccc(F)cc1 (configuration not stated)
 : 0%, -15%, 4%, -13%, i, -4%, 10%, -1.3, 12%
28	Cn1c(C=O)c(-c2ccc3cc[nH]c3c2)c2ccccc21
 : -6%, 0%, 31%, -1%, i, 15%, 2%, 0.8, 0.6%
29	CN(NC1OC(=O)c2ccccc21)c1c([N+](=O)[O-])cc(C(F)(F)F)cc1[N+](=O)[O-] (configuration not stated)
 : ?, -16%, -28%, -4%, i, -27%, -4%, 0.6, -0.5%
30	CN(C)CCCNc1nc2cc(-c3ccn[nH]3)sc2c(=O)n1C
 : nt, ?, -3%, -64%, i, nt, 8%, -0.1, 0.4%

Compound profiles, as listed above. Screens in order: A549 tox	TGFb inhibitor	ATXN2 expr inh	HepG2 tox	ATXN viability	Nrf2 block	EPAC2 ag	IL-2 act	Nrf2 activator
Record of COc1cc(NC(=O)[C@@H](NC(=O)c2ccco2)C(C)C)c(OC)cc1NC(=O)c1ccccc1 → -8%	16%	5%	8%	i	-2%	-6%	0.4	3.8%
Record of CCc1ccc(CNC(=O)c2cc3cc(S(=O)(=O)N4CCCCC4)ccc3n2C)cc1 → 12%	0%	nt	-8%	nt	nt	nt	nt	0.7%
Record of O=C(CSc1ccccn1)Nc1nc2ccccc2s1 → 9%	-22%	98%[activator]	4%	i	?	5%	-2.4	14%
Record of COC(=O)c1c(NC(=O)CSc2nc3ccccc3c(=O)n2Cc2ccco2)sc(C)c1C → 3%	2%	-26%	-1%	i	1%	0%	0.2	-0.3%
Record of Cc1cc(C)c2c(-c3ccc(F)cc3)c(C#N)c(=O)n(C)c2n1 → -4%	-12%	-11%	-13%	?	-11%	6%	0.7	-0.6%

New compounds follow.
31	CC(C)C[C@@H](CN)NC(=O)c1nc[nH]c1C(=O)N[C@@H](CC(C)C)C(=O)CNC[C@H](C)NC(=O)c1nc[nH]c1C(=O)N[C@@H](CC(=O)O)C(=O)O
32	COc1ccc(N/N=C(\C#N)C(=N)SCc2ccccc2)cc1
33	Cc1nc2ccn(Cc3cccnc3)c(=O)c2cc1C(=O)Nc1ccc(OC(F)(F)F)cc1
34	O=C(CN1C(=O)c2ccccc2S1(=O)=O)Nc1ncccn1
35	COCCCNC(=O)COc1ccc2oc3c(c2c1)CCCC3
36	CC(C)Oc1ccc(CCNC(=O)C2CCC(=O)N(C3CCCCCC3)C2)cc1 (configuration not stated)

entry no.,31,32,33,34,35,36
A549 tox,-5%,-23%,1%,3%,-1%,12%
TGFb inhibitor,0%,?,-21%,-5%,-19%,-11%
ATXN2 expr inh,5%,nt,?,-8%,9%,-9%
HepG2 tox,3%,1%,-28%,-15%,-6%,-14%
ATXN viability,i,i,?,i,i,i
Nrf2 block,2%,-6%,-29%,-1%,?,21%
EPAC2 ag,-4%,0%,nt,3%,0%,-1%
IL-2 act,0.5,-1.4,nt,0.3,1.9,-2.5
Nrf2 activator,-1.4%,-0.3%,8.6%,0.6%,-0.3%,-0.1%

Fetched one by one from above (two):
34	O=C(CN1C(=O)c2ccccc2S1(=O)=O)Nc1ncccn1
31	CC(C)C[C@@H](CN)NC(=O)c1nc[nH]c1C(=O)N[C@@H](CC(C)C)C(=O)CNC[C@H](C)NC(=O)c1nc[nH]c1C(=O)N[C@@H](CC(=O)O)C(=O)O

entry no.,34,31
A549 tox,3%,-5%
TGFb inhibitor,-5%,0%
ATXN2 expr inh,-8%,5%
HepG2 tox,-15%,3%
ATXN viability,i,i
Nrf2 block,-1%,2%
EPAC2 ag,3%,-4%
IL-2 act,0.3,0.5
Nrf2 activator,0.6%,-1.4%

More structures.
37	COC(=O)[C@]1(C)N[C@H](CN(C)C(=O)Nc2ccc(F)cc2)[C@@H]2C(=O)N(C)C(=O)[C@@H]21
38	CN(C)c1ccc(-c2ccnc3c2CC(C)(C(=O)Nc2cccc(OC(F)(F)F)c2)O3)cc1 (configuration not stated)
39	COc1cccc(C(=O)c2cn(CC(=O)Nc3cccc(C(F)(F)F)c3)c3nc(C)ccc3c2=O)c1
40	C=CCOc1c(Br)cc(CNc2ccc(NC(=O)C(C)C)c(OC)c2)cc1OC
41	CCCn1c(SCC(=O)NCCc2ccccc2)nnc1C(C)C
42	COc1ccccc1NS(=O)(=O)c1cc(NC(=O)Nc2ccc(Cl)cc2Cl)ccc1N1CCCCC1
43	O=S(=O)(c1ccc2c(c1)OCCO2)N1CCN(S(=O)(=O)c2ccccn2)CC1

entry no.,37,38,39,40,41,42,43
A549 tox,8%,nt,-3%,-22%,3%,-23%,4%&-3%
TGFb inhibitor,-10%,0%,-26%,-29%,4%,?,-2%
ATXN2 expr inh,6%,7%,-3%,?,10%,6%,-11%
HepG2 tox,-16%,-15%,-11%,-28%,9%,-15%,3%
ATXN viability,i,i,?,i,i,?,i
Nrf2 block,-2%,nt,0%,9.2µM*,8%,?,0%&-7%
EPAC2 ag,4%,-1%,nt,17%,18%,7%,10%
IL-2 act,-0.3,-0.2,nt,-4.3,-3.7,-0.4,0.2
Nrf2 activator,-0.2%,-0.6%,2.2%,-0.1%,-0.2%,-0.8%,-0.2%
